Screening data as filed in PubChem BioAssay.
B2AR arrestin: beta2AR (human) beta-arrestin recruitment activity; Potency, µM (titrated, usually from 46.1 µM), inactives show at the highest dose activation, hits mostly activators; 330,000 compounds, 0.02% hits; beta-arrestin recruitment to beta2AR, cell-based reporter; P07550;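 note: potency is the fitted concentration of half-maximal effect; 0% = DMSO controls and full agonism = EC100 isoproterenol or metaproterenol; nearly all actives have a fitted effect of over 65% in size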
Target sequence (P07550 whole entry, looked up): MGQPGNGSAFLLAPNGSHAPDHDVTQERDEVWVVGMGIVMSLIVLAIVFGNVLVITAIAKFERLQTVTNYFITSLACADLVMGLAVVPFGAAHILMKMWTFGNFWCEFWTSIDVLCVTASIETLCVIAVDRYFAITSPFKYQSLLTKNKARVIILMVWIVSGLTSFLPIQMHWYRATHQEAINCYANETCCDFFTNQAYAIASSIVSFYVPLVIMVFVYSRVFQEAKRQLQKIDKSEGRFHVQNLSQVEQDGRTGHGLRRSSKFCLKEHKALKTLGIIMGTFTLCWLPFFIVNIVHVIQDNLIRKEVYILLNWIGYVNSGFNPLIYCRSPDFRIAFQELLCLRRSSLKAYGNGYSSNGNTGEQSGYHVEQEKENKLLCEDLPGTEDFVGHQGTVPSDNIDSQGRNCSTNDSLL
BRCA1 expr act: activators of BRCA1 expression; MCF7-BRCA1-FFLuc reporter, luminescence, 48 h; response scale: scaled: vehicle 0%, 10 µM genistein 100%; Potency, µM (series often up to 46.1 µM), for the others: top-dose activation, hits mostly activators; 380,000 compounds, 1.1% hits; AID 624202; note: potency is the fitted concentration of half-maximal effect; nearly all actives have a fitted effect of over 80% in size; some results filed as inactive show a strong effect at the top dose
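Compounds are tested at multiple concentrations on MCF7 BRCA1-luciferase reporter cells seeded at 2000 per well; after 48 h, a single luminescence end-point is taken and curves fitted to the normalized data.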
TCR act: activates T cell receptor signaling | AID 504894 | primary human leukocytes, anti-CD3, IL-2 HTRF, 48 h | Potency, µM (series often up to 9.22 µM), inactives show at the highest dose activation of IL-2 secretion, usual class: activators | 330,000 tested, under 10 active; note: % of control where 0% means no effect
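HTRF read-out of IL-2 secretion: europium cryptate donor excited at 320nm, d2 acceptor emission at 665nm. Cells were primary human leukocytes incubated 48 hr with compounds and a-CD3 beads, supplying TCR signal only.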
TRPV1 ag: human TRPV1 agonism; AID 540275; TRPV1-expressing cells, Fluo-8 calcium influx, agonist mode; activation, % at 8.33 µM; Q8NER1; 320,000 compounds, 0.19% hits; in the data active = activation above about 80%; inconclusive = between about 30% and that limit; note: 0% is about no effect
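Fluo-8 calcium influx in TRPV1-expressing cells, kinetic read (ex 480/em 520 nm). Compound added and read 3 min for agonist activity, followed by capsaicin at EC20 final and 2 min further read for enhancement.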
AT treatment: candidate therapy for ataxia-telangiectasia; Potency, µM (top dose mostly 57.5 µM), without a hit: at the highest dose activation, actives largely listed as activators; AID 485349; […] A-T fibroblasts, KAP-1 phosphorylation AlphaLISA; neocarzinostatin DNA damage 30 min before lysis; 320,000 compounds, 0.19% hits; note: potency is the fitted concentration of half-maximal effect; % of control where 0% means no effect; nearly all actives have a fitted effect of over 45% in size
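ATM-like activity read as KAP-1 phosphorylation via AlphaLISA donor/acceptor antibody pairs after lysis and 6 hr at 25C. Cells were ATM-null patient fibroblasts ([…], hTERT), dosed 60 min, then exposed to the DSB inducer NCS for 30 min.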
ELG1 DNA repair: ELG1-dependent DNA repair inhibition. HEK293T ELG1-luciferase reporter, luminescence, 16 h; DNA damage induced by 5-fluorouridine. Potency, µM (top dose mostly 46.1 µM), for inactives: at the top dose activity change, negative = inhibition, actives largely listed as inhibitors. 330,000 compounds, 2.3% hits. AID 504467; note: potency is the fitted concentration of half-maximal effect; % is set by controls: 0 for no effect and ±100 for the full control effect; nearly all actives have a fitted effect of over 55% in size
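In this reporter screen, reduction of luminescence relative to DMSO vehicle indicated activity. Compounds and 5-fluorouridine were added together to 2,000 cells per well, incubated for 16 hr at 37 °C, then developed with ONE-Glo.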
MLL CXXC-DNA inh: blocks binding of human MLL CXXC domain to DNA | Q03164 | MLL-CXXC / FITC-HOXA9 DNA fluorescence polarization | Potency, µM (doses to about 115 µM), for inactives: at the top dose activity change, negative = inhibition, most hits filed as inhibitors | 290,000 compounds, 0.037% hits; active = well fitted inhibition curve with a large enough effect in the polarisation, with a control signal flat, not every such curve was filed as active; inconclusive = small, poorly fitted or top-dose-only effect, or effect the other way, or a change in a side signal; inactive = no such curve, though single readings can be large or run the other way; the % refers to the polarisation; note: potency is the fitted concentration of half-maximal effect
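Purified MLL-CXXC (added from a 7 uM solution) was preincubated 5 min at ambient with pinned compounds in 50 mM Tris-HCl pH 7.5, 50 mM NaCl, 1 mM DTT, 0.05% BSA. Fluorescein-labeled HOX-A9 DNA (50 nM solution) followed, 30 min, then polarization read.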
p53 reactivation: restores transcriptional activity of mutant p53; H1299 p53-A138V BP100-luciferase reporter, luminescence, 24 h; Potency, µM (top dose mostly 92.2 µM), without a hit: at the highest dose activity change, positive = activation, usual class: activators; 320,000 compounds, 0.063% hits; note: potency is the fitted concentration of half-maximal effect; % of control where 0% means no effect; nearly all actives have a fitted effect of over 45% in size
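p53-null H1299 cells stably carrying temperature-sensitive p53-A138V and a BP100-luciferase reporter were pinned with compounds (4-point, 1:5 series) and held 24 hrs at 37 deg C. Luminescence was read 10 min after detection reagent.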
Integrin act MD: integrin-mediated muscular dystrophy alleviation activation; AID 624291; alpha7betagal myoblasts, beta-gal FDG fluorescence, 48 h; 350,000 compounds, 0.064% hits; Potency, µM (top dose mostly 38.3 µM), for the others: at the highest dose activation, actives largely listed as activators;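 note: potency is the fitted concentration of half-maximal effect; 100% = response of the positive control SU9516; nearly all actives have a fitted effect of over 60% in size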
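Alpha7betagal+/- myoblasts (passage 13) were plated 16-24 hr, then exposed to compounds (1:260 dilution of DMSO stock) for 48 hours at 37C. After MPER lysis, β-galactosidase reporter activity was read as FDG fluorescence (ex 480/em 540) after 30 minutes.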
PTAP TSG101 blk: blocks PTAP/TSG101 interaction to inhibit HIV-1 budding | Fluorescence polarization, FITC-PTAP peptide / Tsg101 binding | Potency, µM (highest dose often 115 µM), for inactives: at the top dose activity change, negative = inhibition, most hits filed as inhibitors | 340,000 tested, under 10 active | AID 493005; active = well fitted inhibition curve with a large enough effect in the main read-out, with a control signal flat, not every such curve was filed as active; inconclusive = small, poorly fitted or top-dose-only effect, or effect the other way, or a change in a side signal; inactive = no such curve, though single readings can be large or run the other way; note: potency is the fitted concentration of half-maximal effect; % of control where 0% means no effect
Target sequence (Q99816 whole entry, looked up): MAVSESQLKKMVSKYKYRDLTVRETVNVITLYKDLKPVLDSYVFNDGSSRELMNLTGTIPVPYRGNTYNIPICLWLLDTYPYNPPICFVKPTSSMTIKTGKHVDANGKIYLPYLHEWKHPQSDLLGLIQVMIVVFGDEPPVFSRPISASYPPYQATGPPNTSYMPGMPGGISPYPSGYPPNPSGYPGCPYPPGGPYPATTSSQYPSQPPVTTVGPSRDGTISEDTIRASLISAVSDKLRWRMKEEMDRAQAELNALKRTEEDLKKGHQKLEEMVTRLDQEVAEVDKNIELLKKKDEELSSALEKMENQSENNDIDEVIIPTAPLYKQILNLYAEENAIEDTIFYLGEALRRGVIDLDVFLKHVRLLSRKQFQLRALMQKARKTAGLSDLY
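Fluorescence polarization binding of Tsg101 binding domain (10 uM final) to FITC-labeled PTAP peptide (50 nM final) in HEPES pH 7.5 buffer with NaCl, Tween 20, EDTA, TCEP. Compounds added before peptide; binding 20 min at RT.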
Starred values were filed as active, the others as inactive; ? = inconclusive; nt = no result given; & = joins results of further samples; [ ] = dose if it differs, or a comment. Unless noted, calls come from the whole dose curve; as a rule, active = well fitted curve in the direction sought with a large enough effect; inconclusive = small, poorly fitted or top-dose-only effect, or another doubt; inactive = no such curve, though single readings can be large; an effect the other way counts as inactive or inconclusive. Rows are unselected; 3.8% or so of the library scored in one or more.

SMILES	B2AR arrestin	BRCA1 expr act	TCR act	TRPV1 ag	AT treatment	ELG1 DNA repair	MLL CXXC-DNA inh	p53 reactivation	Integrin act MD	PTAP TSG101 blk
CCC(Cc1ccccc1)NC(=O)C1CCN(S(=O)(=O)c2ccc3c(c2)CC(C)N3C(C)=O)CC1 (stereo unspecified)	-0.8%	0%	4%	4	-2%	-13%	-3%	10%	3%	-1%
COCCn1c(C)cc(C(=O)COC(=O)c2[nH]c(C)c(C(C)=O)c2C)c1C	-0.1%	-35%	-3%	1	-1%	?	nt	-1%	-3%	-1%
Cc1cc(C)n(C(=O)c2ccc(Cn3nc(C)c(Br)c3C)o2)n1	0.1%	0%[1.84 µM]	-7%[46.1 µM]	5	2%	0%	1%	11%	-10%	-6%
Cc1ccc(S(=O)(=O)c2nc(S(C)(=O)=O)sc2N2CCCCCC2)cc1	0.0%	0%	9%	4	-5%	4%	12%	-2%	9%	-6%
Cc1ccc(/C=N/Nc2ccc(F)cc2F)s1	0.3%	70%	0%	8	9%	?	1%	?	?	0%
COc1ccccc1NS(=O)(=O)c1ccc(-c2cc(C)no2)s1	-0.2%	-63%	5%	6	3%	?	7%	2%	4%	-2%
O=C(Cn1c2ccccc2c(=O)c2ccccc21)N/N=C/c1cc([N+](=O)[O-])ccc1N1CCCCC1	0.5%	-8%	0%[46.1 µM]	3	2%	-2%	14%	-15%	-1%	-2%
COCCSc1nnc(NC(=O)c2ccc(NC(=O)C(C)C)cc2)s1	-0.9%	15%	7%	13	-2%	3%	-4%	5%	-3%	-1%
N#Cc1c(-c2ccco2)cc(-c2ccccc2)[nH]c1=O	-0.3%	-25%	-2%	13	-8%	?	33%[activator]	-4%	4%	-5%
Cn1c(=O)c2[nH]c(CSCc3ccccc3)nc2n(C)c1=O	nt	-11%	0%	nt	nt	nt	nt	nt	11%	-9%
CC1CN(S(=O)(=O)c2ccc(C(=O)Nc3nncs3)cc2)CC(C)O1 (stereo unspecified)	0.0%	-4%	1%	nt	3%	8%	nt	0%	20%	5%
CCn1c(COc2cc(C)cc(C)c2)nnc1SCC(=O)N1CCN(c2ccccc2)CC1	-0.5%	-33%	-1%	1	-3%	?	-3%	-20%	-3%	-9%
C=CCNC(=O)CN1C(=O)C2C3c4ccccc4C(c4ccccc43)C2C1=O (stereo unspecified)	0.3%	-45%	-2%	-6	16%	-1%	-3%	-7%	12%	-1%
COc1cccc(-c2nc(N3CCN(C)CC3)c3ccccc3n2)c1O	0.2%	14%	-5%	12	12%	0%	0%	13%	-28%	-7%
CCCCC(c1nnnn1CC1CCCO1)N1CCN(c2cc(Cl)ccc2C)CC1 (stereo unspecified)	-0.1%	-41%	0%	5	11%	?	6%	-2%	6%	0%
CCC(CO)Oc1cc(NCc2ccccc2C(F)(F)F)c2ncn(C(C)C)c2c1 (stereo unspecified)	-0.4%	-50%	3%	nt	-6%	23µM*	nt	-7%	5%	-5%
CC(/C=C/c1ccccc1)=N\NC(=S)NC(C)C	-0.2%	-14%	-4%	?	6%	?	7%	13%	8%	-8%
NNC(=O)C1CC1(c1ccccc1)c1ccccc1 (stereo unspecified)	-0.9%	-5%	4%	nt	13%	10%	3%	-4%	-7%	-2%
O=C1CN(S(=O)(=O)c2cccc(C(=O)O)c2)c2ccccc2N1	-0.5%	-6%	9%	0	-4%	7%	-5%	-7%	16%	-5%
Nc1c(C(=O)Nc2ccc(F)cc2)nnn1-c1cccc(C(F)(F)F)c1	0.2%	12%	15%	0	2%	7%	1%	5%	22%	0%
COc1ccc(CC(=O)N(CCC2=CCCCC2)c2c(N)n(Cc3ccccc3)c(=O)[nH]c2=O)cc1OC	1.0%	-31%	1%	-7	1%	-1%	nt	-6%	-3%	-2%
CCc1ccc(NC(=O)Cn2cnc3sc(C)c(S(=O)(=O)N4CCOCC4)c3c2=O)cc1	-0.2%	-19%	-16%	0	2%	-8%	3%	-3%	-14%	-3%
CCOC(=O)[C@H]1[C@H]2COc3ccccc3[C@@H]2N2C(=O)c3cc(OC)ccc3NC(=O)[C@@]12C	0.6%	-6%	2%	?	13%	2%	nt	-8%	14%	2%
O=C(CSc1nnc(COc2ccccc2)o1)N1CCN(c2ccccc2)CC1	7.9%	-6%&-6%	4%	2	2%	0%	-1%	4%	7%	-4%
Cn1c(SCC(=O)NC2CC2)nnc1-c1cccc(NC(=O)c2ccccc2F)c1	-0.6%	0%	-1%	0	-4%	0%	-4%	-3%	-7%	-6%
SMILES	B2AR arrestin	BRCA1 expr act	TCR act	TRPV1 ag	AT treatment	ELG1 DNA repair	MLL CXXC-DNA inh	p53 reactivation	Integrin act MD	PTAP TSG101 blk
CCN(C(=O)Cn1c(Cl)nc2c1c(=O)n(C)c(=O)n2C)C1CCCCC1	?	-6%	12%	nt	3%	-13%	nt	-5%	22%	-6%
COc1ccc(F)cc1S(=O)(=O)NCC(c1ccco1)N1CCc2ccccc2C1 (stereo unspecified)	0.3%	-15%	1%	5	-3%	-4%	nt	9%	12%	-6%
CCCCN(C)S(=O)(=O)c1ccc(C(=O)N=c2sc3cc(NC(C)=O)ccc3n2C)cc1	-0.8%	15%	-1%[46.1 µM]	-1	5%	-1%	-12%	-6%	13%	-1%
CSc1nc(O)c(C(c2ccccc2Cl)c2c(O)nc(SC)[nH]c2=O)c(=O)[nH]1	nt	-5%	-7%	nt	nt	nt	nt	nt	12%	-2%
CN(CCOc1ccccc1)S(=O)(=O)c1ccccc1C#N	-0.4%	31%	5%	3	1%	14%	nt	1%	3%	-6%
O=S1(=O)C=CC(Sc2nc3ccccc3[nH]2)C1 (stereo unspecified)	4.8%	6%	-1%	0	19%	0%	7%	4%	3%	3%
CNC(=O)CSc1nnc(COc2ccc(Cl)cc2)n1CCOC	0.1%	3%	-69%	-2	1%	11%	-2%	6%	28%	-4%
COc1ccc(C(=O)N/C(=C/c2cccnc2)C(=O)N2CCOCC2)cc1OC	-1.2%	-1%	-6%	4	42%	12%	5%	2%	-7%	-2%
N#Cc1sc2nc(-c3cccs3)cc(-c3ccc(Cl)cc3)c2c1N	0.1%	-39%	-1%	-2	12%	12%	-10%	-5%	14%	-5%
NC(=O)NN=C(C1CC1)C1CC1	nt	-9%	-1%	nt	nt	nt	nt	nt	0%	-6%
O=C(NCc1cccs1)C1CCN(S(=O)(=O)N2CCCC2)CC1	2.5%	-2%	0%	-1	-2%	12%	1%	-2%	14%	-9%
Cc1ccsc1C1Nc2ccc3ncccc3c2C2=C1C(=O)CCC2 (stereo unspecified)	0.5%	-27%	-4%	14	6%	27%	7%	-23%	12%	-2%
COc1ccc(C(C)=O)cc1CN1C(=O)NC(c2ccccc2)(c2ccccc2)C1=O	-0.5%	-16%	-6%	11	5%	?	-3%	-8%	0%	-2%
Cn1nc(C(F)(F)F)c(C(=O)Nc2ccc(F)cc2F)c1Oc1cccc(Cl)c1	0.3%	-37%	4%	3	nt	-1%	2%	-18%	15%	-5%
Cc1ccc2nc(-c3ccccc3)cc(C(=O)NCC3CCCO3)c2c1 (stereo unspecified)	0.0%	-1%	3%	?	-8%	-2%	-6%	7%	2%	-5%
CCOC(=O)C(CCCP(=O)(c1ccccc1)c1ccccc1)(NC(C)=O)C(=O)OCC	-2.2%	-4%	-1%	2	?	0%	0%	-1%	3%	2%
O=C(Cn1nc(-c2ccccc2)c2ccccc2c1=O)Nc1ccc(F)cc1	-0.2%	4%	4%	22	-8%	3%	-5%	-6%	-1%	2%
N#CCSc1nc2c(c(=O)n1Cc1ccco1)C1(CCCC1)Cc1ccccc1-2	0.2%	-34%	-23%	6	2%	?	-11%	0%	-18%	-4%
CCNC(=O)CC1C(=O)N(c2ccccc2)C(=O)N1Cc1ccc(OC)cc1 (stereo unspecified)	-0.2%	6%	-2%	-1	0%	?	-2%	?	-2%	-5%
O=C(CSc1ccc(-c2ccccc2)nn1)N1CCOCC1	-0.2%	58%	-1%	2	-11%	?	5%	20%	-4%	1%
Cc1ccc(N(C(=O)Cn2nnc3ccccc32)C(C(=O)NCc2ccccc2)c2ccccn2)cc1 (stereo unspecified)	0.0%	-24%	2%[46.1 µM]	3	20%	-8%	-13%	-1%	18%	-2%

Part of the list above, bar-delimited.
SMILES | B2AR arrestin | BRCA1 expr act | TCR act | TRPV1 ag | AT treatment | ELG1 DNA repair | MLL CXXC-DNA inh | p53 reactivation | Integrin act MD | PTAP TSG101 blk
NC(=O)NN=C(C1CC1)C1CC1 | nt | -9% | -1% | nt | nt | nt | nt | nt | 0% | -6%
O=C(NCc1cccs1)C1CCN(S(=O)(=O)N2CCCC2)CC1 | 2.5% | -2% | 0% | -1 | -2% | 12% | 1% | -2% | 14% | -9%
Cc1ccsc1C1Nc2ccc3ncccc3c2C2=C1C(=O)CCC2 (stereo unspecified) | 0.5% | -27% | -4% | 14 | 6% | 27% | 7% | -23% | 12% | -2%
